ADAM17 inh: inhibits human ADAM17. P78536. inhibition, % at 6.95 µM. recombinant ADAM17, EDANS/DABCYL FRET peptide cleavage. actives 0.83% (n = 370,000);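 active = inhibition above the mean of compounds lying between control limits plus 3 SD, set per campaign, cut at about 8.5% in these data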;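 also: 0% = DMSO-only wells as the low control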
Target sequence (P78536 215-824 limits assumed): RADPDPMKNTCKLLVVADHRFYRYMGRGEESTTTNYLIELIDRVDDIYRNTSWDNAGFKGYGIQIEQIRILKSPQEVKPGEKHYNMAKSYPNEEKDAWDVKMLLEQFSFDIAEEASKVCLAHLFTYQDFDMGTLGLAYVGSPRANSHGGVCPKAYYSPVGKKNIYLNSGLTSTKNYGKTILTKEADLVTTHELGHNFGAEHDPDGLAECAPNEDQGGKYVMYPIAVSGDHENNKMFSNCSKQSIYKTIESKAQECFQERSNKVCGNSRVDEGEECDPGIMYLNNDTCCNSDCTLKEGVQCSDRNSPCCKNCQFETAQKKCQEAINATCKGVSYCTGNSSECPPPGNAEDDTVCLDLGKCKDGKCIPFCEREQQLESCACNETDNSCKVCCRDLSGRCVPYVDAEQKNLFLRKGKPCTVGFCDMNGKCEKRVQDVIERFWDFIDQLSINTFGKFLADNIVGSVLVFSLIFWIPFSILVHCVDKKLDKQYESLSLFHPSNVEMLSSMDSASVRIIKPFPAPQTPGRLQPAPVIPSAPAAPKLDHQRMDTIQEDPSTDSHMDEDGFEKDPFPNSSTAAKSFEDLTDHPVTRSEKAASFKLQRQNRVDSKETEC
ASAP1 inh: blocks human ASAP1-stimulated Arf1 GTP hydrolysis | Q9ULH1 | inhibition, % at 16.5 µM | GDP FP detection | actives 0.19% (n = 360,000); in the data active = inhibition above about 25%;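 also: 0% = vehicle with enzyme and substrate and 100% = no enzyme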
Target sequence (Q9ULH1 325-724 limits assumed): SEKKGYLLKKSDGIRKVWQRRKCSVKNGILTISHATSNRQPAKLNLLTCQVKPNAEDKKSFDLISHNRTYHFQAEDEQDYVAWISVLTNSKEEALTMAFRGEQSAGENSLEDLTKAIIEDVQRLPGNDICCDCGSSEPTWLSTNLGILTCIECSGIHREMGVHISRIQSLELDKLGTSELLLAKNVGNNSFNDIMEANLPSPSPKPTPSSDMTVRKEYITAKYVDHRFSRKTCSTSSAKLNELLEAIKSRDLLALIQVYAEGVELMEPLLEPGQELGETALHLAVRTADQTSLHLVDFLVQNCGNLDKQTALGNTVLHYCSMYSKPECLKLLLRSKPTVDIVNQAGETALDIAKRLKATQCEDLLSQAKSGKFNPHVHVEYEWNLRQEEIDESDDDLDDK
TDP2 inh: TDP2 (human) inhibition, absorbance primary screen | O95551 | recombinant TDP2, T5PNP hydrolysis, p-nitrophenol absorbance 415 nm | inhibition, % at 12.8 µM | actives 0.34% (n = 370,000) | AID 720702;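 active = inhibition above the mean of all tested compounds plus 3 SD, set per campaign, cut at about 25% in these data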;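 also: 0% = DMSO with enzyme and 100% = buffer with substrate but no TDP2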
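System: recombinant human TDP2 / Amount: 120 nM TDP2 per well / Also added: 5 mM T5PNP chromogenic substrate / Doses: 12.8 µM single point, 1% DMSO / Incubation: 2 h at 37 °C / Detection: p-Nitrophenol epi absorbance / Evaluation: % inhibition relative to enzyme-containing and enzyme-free wells / Repeats: singlicate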
Tn7 DDE FP: DD(E)-Tn7 binding inhibition, primary FP screen. P02675. FP displacement of FITC-Tn7 peptide from fibrin DD(E); 0% = median of compound wells per plate. inhibition, % at 8.3 µM. actives 0.13% (n = 370,000);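 active = inhibition above the mean of compounds falling within the control limits plus 3 SD of them, cut at about 14% in these data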;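 also: 0% = plate median of compound wells and 100% = 10 µM Aha-Tn7 peptide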
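assay system = human clot-derived fibrin DD(E) complex | quantity = Fibrin-DD(E) at 2 µM final | timing = 10 min preincubation, 3 h with tracer, room temperature | signal = fluorescence polarization | measure = percent inhibition | benchmarks = high control wells with 10 µM unlabelled Aha-Tn7 peptide (full inhibition) | replicates = singlicate testing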
ARFGAP1 inhibitor: inhibitors of rat ARFGAP1 | Q62848 | AID 651572 | Arfgap1-stimulated ARF1 GTP hydrolysis, GDP FP detection | inhibition, % at 16.5 µM | actives 0.26% (n = 360,000);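 active = inhibition above a per-plate limit, mean inhibition of low control wells plus 3 SD, cut at about 25% in these data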;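 also: 0% = DMSO wells with enzyme and 100% = wells lacking Arfgap1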
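Assay system: Rat Arfgap1 GAP domain (His6, aa 1-136), purified enzyme | Buffer or medium: HEPES 25 mM pH 7.5, NaCl 150 mM, MgCl2, DTT | Schedule: GTP hydrolysis reaction 2 h at 25 °C | Signal: FP of antibody-bound GDP Alexa 633 tracer, ex 620/em 688 nm | Measure: Percent inhibition of Arfgap1-stimulated GTP hydrolysis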
KLK7 zymogen act: proKLK7 (human) activation, primary screen; AID 652039; purified proKLK7, EDANS-DABCYL substrate fluorescence; 100% is mature enzyme control, 0% vehicle; actives 0.9% (n = 370,000); P49862; activation, % at 7 µM;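 active = activation above the mean of all tested compounds plus 3 SD, computed per campaign excluding outliers beyond control limits, cut at about 13% in these data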
PLCg1 inh: inhibitors of human phospholipase C gamma1; P19174; purified PLC-gamma1, fluorogenic substrate, fluorescence; inhibition, % at 12.2 µM; actives 0.84% (n = 370,000); AID 720700; in the data active = inhibition above about 9.5%
ADAM10 inh: inhibits human ADAM10. inhibition, % at 7 µM. actives 0.62% (n = 370,000). O14672. AID 720582. recombinant ADAM10, EDANS/DABCYL FRET peptide cleavage, 3 h;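 active = inhibition above a per-campaign cutoff equal to the mean of compounds falling between control-based bounds plus 3 SD, cut at about 20% in these data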;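 also: 0% = DMSO wells while the 100% control is not disclosed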
DDE Tn6 FP inh: DD(E)-Tn6 binding inhibition, primary FP screen; P02675; Fibrin DD(E) TRITC-Tn6 fluorescence polarization displacement; inhibition, % at 8.3 µM; actives 0.21% (n = 370,000);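 active = inhibition above a per-campaign cutoff: mean of compounds within control limits plus 3 SD, cut at about 15% in these data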;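 also: 0% = median of all compound wells on the plate and 100% = blocking peptide control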
LEDGF integ inh: blocks HIV-1 LEDGF/p75-dependent DNA integration | inhibition, % at 3.7 µM | TR-FRET IN-LEDGF/p75 DNA integration, Eu/Cy5 | AID 743269 | actives 0.64% (n = 370,000);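 active = inhibition above the screen-wide mean plus 3 SD, cut at about 13% in these data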;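 also: signal is the Cy5 over europium emission ratio at 671 and 618 nm; 0% = plate median of compound wells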
* marks the source's active call; other numbers are inactive results; · = not tested or not shown; & = joins results of further samples.

SMILES	ADAM17 inh	ASAP1 inh	TDP2 inh	Tn7 DDE FP	ARFGAP1 inhibitor	KLK7 zymogen act	PLCg1 inh	ADAM10 inh	DDE Tn6 FP inh	LEDGF integ inh
CCc1nnc(NC(=O)CSc2nnc(-c3ccoc3C)n2CC(C)C)s1	-3	-19	11	3	7	0.0	1	-4	6	2
O=C1CCc2cc(S(=O)(=O)NC(C(=O)NCc3cccnc3)c3ccccc3)ccc2N1 (stereo not drawn)	-3	-3	3	1	-4	-0.3	4	-1	3	5
C=CCNC(=O)CN(C(=O)Cc1cccc(OC(F)(F)F)c1)c1cccc(Br)c1	2	·	5	-1	·	-0.3	0	9	-3	3
O=C(NC(=S)N1CCCCCC1)C1CC1	5	-5	-12	-11	0	0.1	4	3	6	4
COc1cc(C(=O)CSc2nnc(-c3ccc(O)cc3)n2CC2CCCO2)ccc1NC(C)=O (stereo not drawn)	-3	-6	-7	0	-1	0.6	-1	-6	3	-3
COc1ccc(CCC(=O)OCC(=O)Nc2ccc(OC)c(OC)c2)cc1OC	1	-4	-9	1	-6	0.5	4	8	6	1
COC(=O)c1cc(C(=O)OCC(=O)Nc2ccc(N3CCOCC3)cc2)cc([N+](=O)[O-])c1	3	6	-10	2	6	-0.6	2	-8	0	-10
COC(=O)c1ccc(CSc2ncnc3c2sc2nc(N4CCOCC4)c4c(c23)CCCC4)o1	-15	5	17	-2	10	0.7	-59	-51	-3	2
O=C(COc1ccc(Cl)cc1)N1N=C(c2cccs2)CC1c1ccco1 (stereo not drawn)	-3	3	-20	-6	13	-0.8	-25	-13	1	2
Cc1nnc(N/N=C\c2ccc(-c3cccc(C(=O)O)c3)o2)n1N	-47	-7	59*	-8	1	-0.3	-69	-154	1	53*
CC(C)(C)NC(=O)CSc1nnc(SCC(=O)NC(C)(C)C)s1	-6	-14	11	2	-2	-0.1	0	1	-4	0
Cn1c(=O)c2c(nc(N3CCCCC3)n2CCCNC2=NCCCC2)n(C)c1=O	-1	1	5	-6	6	-0.7	1	-1	-1	0
Cc1ccc(C(=O)N2CCSC2=S)cc1	-2	7	7	0	13	0.5	1	-7	8	1
C[C@H](CO)N1C[C@H](C)[C@H](CN(C)C(=O)Nc2ccc(N3CCN(C)CC3)cc2)OCc2cnnn2CCCC1=O	2	7	3	-3	2	-0.1	1	-1	3	-1
O=C(O)CCCC(=O)N1N=C(c2c(-c3ccccc3)c3cc(Cl)ccc3[nH]c2=O)CC1c1cccs1 (stereo not drawn)	-39	-4	12	1	-3	0.0	-27	-119	-10	4
CCOc1cc(NC(=S)NCc2ccco2)c(OCC)cc1NC(=O)C1CC1	3	5	-7	-10	11	0.3	3	4	4	1
Cc1c(NC(=O)C(C)OC(=O)c2ncc(Cl)c(Cl)c2Cl)c(=O)n(-c2ccccc2)n1C (stereo not drawn)	-5	-4	-2	5	-1	-0.4	6	-8	0	-5
Cc1cccc(NC(=O)CSCC(=O)Nc2nnc(C3CC3)s2)c1	2	3	4	-1	7	0.1	1	-17	-8	-4
CCCCn1c(C)nc2c(=O)n(C)c(=O)[nH]c21	-2	-4	6	2	3	0.2	-2	-2	-4	1
O=C(COC(=O)c1ccccc1Br)NCCC1=CCCCC1	-1	3	9	1	9	-0.5	-1	7	-3	-1
CN(c1ccccc1)S(=O)(=O)c1ccc(C(=O)N2CCN(c3ccccc3)CC2)cc1	1	9	0	-9	7	-0.2	2	3	1	2
NS(=O)(=O)c1cccc(NC(=S)NC(=O)C23CC4CC(CC(C4)C2)C3)c1	4	5	-7	3	12	-0.5	5	3	2	-3
CC(C)C(=O)Nc1c(-c2cccc(Cl)c2)c(=O)c2ccccc2n1C	-3	-15	-3	6	0	0.2	0	-1	-4	-2
O=C(Cn1ncc(N2CCOCC2)c(Br)c1=O)c1ccc(Cl)cc1	3	4	-5	6	10	0.0	5	6	4	2
CC(=O)O[C@]1(C(C)=O)CC[C@H]2[C@@H]3C[C@H](C)C4=CC(=O)CC[C@]4(C)[C@H]3CC[C@@]21C	7&-6	-1&4	-11&-6	-2&7	-2&-4	-0.1&-0.5	9&0	16&-10	3&5	8&-2
O=C(N/N=C/c1cccc2ccccc12)C(=O)N1CCCC1	-1	4	5	3	6	0.6	-6	-11	11	-1
Cc1cccc(Cn2cnc3c(nnn3Cc3ccccc3F)c2=O)c1	-1	4	-4	-5	-9	-0.1	2	11	7	1
O=C1CCCc2c1cc(C(=O)NCc1ccco1)c(=O)n2-c1ccc(Cl)cc1	-4	11	17	12	-9	0.2	0	-10	7	0
COc1cccc(N2CCN(C(=O)c3ccc4nc[nH]c4c3)CC2)c1	-1	3	-11	-6	-8	-0.6	3	1	0	2
COc1cccc(CNC(=O)[C@H](CC(C)C)NC(=O)N2CCn3c2nc2ccccc23)c1	1	0	3	-1	12	0.7	2	2	-2	2

Part of the list above, reformatted:
Under each structure – ADAM17 inh, ASAP1 inh, TDP2 inh, Tn7 DDE FP, ARFGAP1 inhibitor, KLK7 zymogen act, PLCg1 inh, ADAM10 inh, DDE Tn6 FP inh, LEDGF integ inh
> Cc1cccc(NC(=O)CSCC(=O)Nc2nnc(C3CC3)s2)c1
  2, 3, 4, -1, 7, 0.1, 1, -17, -8, -4
> CCCCn1c(C)nc2c(=O)n(C)c(=O)[nH]c21
  -2, -4, 6, 2, 3, 0.2, -2, -2, -4, 1
> O=C(COC(=O)c1ccccc1Br)NCCC1=CCCCC1
  -1, 3, 9, 1, 9, -0.5, -1, 7, -3, -1
> CN(c1ccccc1)S(=O)(=O)c1ccc(C(=O)N2CCN(c3ccccc3)CC2)cc1
  1, 9, 0, -9, 7, -0.2, 2, 3, 1, 2
> NS(=O)(=O)c1cccc(NC(=S)NC(=O)C23CC4CC(CC(C4)C2)C3)c1
  4, 5, -7, 3, 12, -0.5, 5, 3, 2, -3

Later entries
SMILES	ADAM17 inh	ASAP1 inh	TDP2 inh	Tn7 DDE FP	ARFGAP1 inhibitor	KLK7 zymogen act	PLCg1 inh	ADAM10 inh	DDE Tn6 FP inh	LEDGF integ inh
O=C(NC1CCN(S(=O)(=O)c2ccccc2F)CC1)c1cccnc1	-2	5	-17	-6	1	-0.8	3	1	-11	-2
O=C(OC1CCOC1=O)c1cc(Cl)ccc1[N+](=O)[O-] (stereo not drawn)	-4	2	-14	3	18	-0.1	4	-10	-5	3
Cc1ccsc1C(=O)OCC(=O)N1CCN(C(=O)c2ccco2)CC1	1	0	-13	9	4	0.3	6	-5	-4	3
COc1cccc(C2CC(c3ccccc3Cl)n3nnnc3N2)c1 (stereo not drawn)	0	-5	-7	0	7	-0.6	-5	-4	-1	2
Cc1c(Cl)cccc1-n1ccnc1SCC(=O)O	-2	-1	7	-3	6	-0.3	6	6	5	-1
CCN(CC(=O)Nc1ccc2c(c1)OCCO2)C(=O)/C=C/c1ccc(OC)c(OC)c1	-24	3	-14	3	1	1.0	-11	-57	-8	-4
Nn1c(SCC(=O)Nc2ccc(F)c(F)c2)nnc1C1CCCCC1	0	-10	-2	-2	8	-0.4	4	2	1	1
Cc1cc(C(=O)OCC(=O)Nc2ccccc2F)c(C)o1	-1	9	6	-1	10	-0.2	2	3	-8	2
O=C(CN(Cc1ccc(F)cc1)C(=O)CCC(=O)Nc1ccccn1)NCCc1ccccc1	-2	2	6	0	7	-0.5	-1	-3	1	0
Cn1c(C(=O)N[C@@H](C(=O)O)c2ccccc2)cc2cc(Cl)ccc21	-8	6	-6	-1	0	-0.1	-5	-9	7	-1

3 compounds out of the list above, sorted by their value in ASAP1 inh, highest first:
molecule | ADAM17 inh | ASAP1 inh | TDP2 inh | Tn7 DDE FP | ARFGAP1 inhibitor | KLK7 zymogen act | PLCg1 inh | ADAM10 inh | DDE Tn6 FP inh | LEDGF integ inh
O=C(NC1CCN(S(=O)(=O)c2ccccc2F)CC1)c1cccnc1 | -2 | 5 | -17 | -6 | 1 | -0.8 | 3 | 1 | -11 | -2
COc1cccc(C2CC(c3ccccc3Cl)n3nnnc3N2)c1 (stereo not drawn) | 0 | -5 | -7 | 0 | 7 | -0.6 | -5 | -4 | -1 | 2
Nn1c(SCC(=O)Nc2ccc(F)c(F)c2)nnc1C1CCCCC1 | 0 | -10 | -2 | -2 | 8 | -0.4 | 4 | 2 | 1 | 1

Additional structures follow:
SMILES	ADAM17 inh	ASAP1 inh	TDP2 inh	Tn7 DDE FP	ARFGAP1 inhibitor	KLK7 zymogen act	PLCg1 inh	ADAM10 inh	DDE Tn6 FP inh	LEDGF integ inh
NS(=O)(=O)c1ccc(NCc2c(F)cccc2Cl)cc1	0	17	15	-5	6	-0.4	3	2	-2	1
O=C1c2ccccc2C(=O)N1CC#CCN1CCN(C2CCCCC2)CC1	0	4	-2	-2	6	0.0	0	-12	2	0
O=C(CC(c1ccccc1)c1ccccc1)NCCOCc1ccccc1	-1	13	9	7	-4	-0.7	1	-1	4	-5
C[C@H](CO)N1C[C@H](C)[C@@H](CN(C)Cc2ccc(Oc3ccccc3)cc2)Oc2c(NC(=O)c3ccncc3)cccc2C1=O	12*	-4	-10	-6	-4	0.6	7	20	-4	6
CCOC(=O)C1CCN(c2cc3c(cc2NC(=O)c2ccccc2)n(C)c(=O)n3C)CC1	-10	-13	-5	-7	-10	20*	-361	-39	1	0
COc1ccc(S(=O)(=O)N2CCN(C3CCCC(C)C3)CC2)cc1 (stereo not drawn)	2	-13	-7	-7	10	0.4	4	8	1	4
COc1cccc(NC(=O)Cc2c(C(=O)O)[nH]c3ccccc23)c1	4	15	-4	2	7	0.3	4	3	-5	3
CN(C)C(=O)Cn1c(SCC(=O)N2CCCc3ccccc32)nc2ccccc21	-2	2	-2	2	11	-0.5	10*	-8	1	1
COc1ccccc1-c1nc(-c2ccc(C(=O)O)cc2)no1	-7	-2	-2	-7	1	-0.4	-2	-18	5	0
Cc1ccc(-n2nnnc2SCC(=O)Nc2ccc3c(c2)COC3=O)cc1C	3	21	3	-10	22	-0.1	2	-1	8	-3
COc1cccc(CNc2ccccc2O)c1OCc1ccccc1F	0	-10	3	-1	-3	1.1	-6	3	7	-4

Hits appear at their usual frequency; about 4.2% have a hit in one of these screens.
